Assay outcomes as filed in PubChem.
EPAC1 agonist: qHTS for Agonist of cAMP-regulated guanine nucleotide exchange factor 3 (EPAC1): primary screen; Rap guanine nucleotide exchange factor 3 (Homo sapiens), O95398; Potency, µM (doses to about 154 µM), inactives show top-dose activation, usual class: activators; 360,000 compounds, 0.073% hits; EPAC1 agonist qHTS, biochemical assay; response scale: 100% = response to 6.5 mM cAMP; further: potency means the concentration at half of the fitted maximal effect; nearly all actives have a fitted effect of over 60% in size
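Read-out is the fluorescence drop as BODIPY-GDP leaves Rap1B (480 nm excitation, 540 nm emission), recorded every 5 minutes over 30 minutes. Reactions held 100 nM EPAC1, 250 nM Rap1B–BODIPY-GDP and 50 uM GDP, with 6.5 mM cAMP setting full activation.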
IL-2 act: qHTS of IL-2 Activators | 360,000 compounds, 0.065% hits | IL-2 activation reporter assay, cell-based qHTS; stimulated with anti-CD3/CD4/CD28 beads; in transgenic mouse T cells | AID 652025, 2013 | activation, % (series mostly up to about 46 µM); in the data active means activation above about 50%; inconclusive means mostly about 30% to 49%; further: 0% is about no effect
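EGFP and DsRed fluorescence is measured by plate cytometry in unstimulated transgenic mouse T cells exposed to compound for 60 minutes, then stimulated 18 hours at 37 degrees C with anti-CD3/anti-CD4 beads plus anti-CD28.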
PLK1 PBD block: qHTS for Inhibitors of PLK1-PDB (polo-like kinase 1 - polo-box domain): Primary Screen; Serine/threonine-protein kinase PLK1 (Homo sapiens), P53350; Plk1 PBD binding of FITC phosphopeptide, fluorescence polarization; Potency, µM, for inactives: max response, negative = inhibition, actives largely listed as inhibitors; 360,000 compounds, 2.8% hits; further: potency means the concentration at half of the fitted maximal effect; series mostly up to about 57 µM; on the % scale 0 is the no-effect control and ±100 the full control effect; nearly all actives have a fitted effect of over 65% in size
Target sequence (P53350 whole entry, looked up, the tested form may be a part): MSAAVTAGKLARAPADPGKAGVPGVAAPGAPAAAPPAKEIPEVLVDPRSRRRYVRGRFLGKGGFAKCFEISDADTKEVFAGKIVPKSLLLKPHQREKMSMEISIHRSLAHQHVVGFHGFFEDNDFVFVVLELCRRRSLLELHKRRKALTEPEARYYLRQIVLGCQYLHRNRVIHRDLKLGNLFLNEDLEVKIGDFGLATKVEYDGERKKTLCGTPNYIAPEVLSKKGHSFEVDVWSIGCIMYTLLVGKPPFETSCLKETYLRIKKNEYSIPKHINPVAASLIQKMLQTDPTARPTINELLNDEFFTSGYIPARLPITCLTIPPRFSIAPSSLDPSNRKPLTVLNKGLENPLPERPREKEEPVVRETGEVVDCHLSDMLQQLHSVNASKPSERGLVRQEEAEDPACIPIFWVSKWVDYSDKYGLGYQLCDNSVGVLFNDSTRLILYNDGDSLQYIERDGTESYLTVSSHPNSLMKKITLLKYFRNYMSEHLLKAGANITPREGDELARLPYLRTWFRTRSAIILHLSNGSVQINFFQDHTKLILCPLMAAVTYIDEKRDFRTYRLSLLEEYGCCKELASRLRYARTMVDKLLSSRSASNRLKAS
EPAC1 antagonist: qHTS for Antagonist of cAMP-regulated guanine nucleotide exchange factor 3 (EPAC1): primary screen. EPAC1 GEF assay, Rap1b-BODIPY-GDP exchange fluorescence. Potency, µM (series often up to 115 µM), without a hit: at the top dose activity change, negative = inhibition, hits mostly inhibitors. 360,000 compounds, 0.14% hits;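 further: potency means the concentration at half of the fitted maximal effect; plate controls were vehicle for no effect and positive control for full effect; nearly all actives have a fitted effect of over 50% in size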
HEK293 tox: qHTS of GLP-1 Receptor Inverse Agonists: Cytotox Screen; AID 624418, 2012; 410,000 compounds, 0.13% hits; Potency, µM (top dose mostly 38.3 µM), for the others: at the highest dose activity change, negative = inhibition, actives largely listed as inhibitors; HEK293 cAMP-luciferase reporter cells, luminescence, 24 h;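 further: loss of luciferase light is scored as toxicity; potency means the concentration at half of the fitted maximal effect; on the % scale 0 is the no-effect control and ±100 the full control effect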
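Compound-treated cells are incubated 24 hr at 37 deg C under 5% CO2 after a 12 hour attachment period, then luciferase detection reagent is added and luminescence is measured following 12 min at room temperature; lowered signal indicates toxicity.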
GLP-1R inv ag: qHTS of GLP-1 Receptor Inverse Agonists (Inhibition Mode). Glucagon-like peptide 1 receptor (Homo sapiens), P43220. Potency, µM (doses to about 38.3 µM), for the others: top-dose activity change, negative = inhibition, usual class: inhibitors. 410,000 compounds, 1.6% hits. AID 624417, 2012. HEK293 GLP-1R CRE-luciferase, luminescence, 24 h; GLP-1R form is constitutively active; further: potency means the concentration at half of the fitted maximal effect; on the % scale 0 is the no-effect control and ±100 the full control effect; nearly all actives have a fitted effect of over 55% in size
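Luminescence readout: a drop in cAMP-driven luciferase signal flags inverse agonism at a constitutively active GLP-1R stably expressed in HEK293. Compound exposure lasted 24 hr at 37 deg C, 5% CO2.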
GLP1R ag: qHTS of GLP-1 Receptor Agonists; Glucagon-like peptide 1 receptor (Homo sapiens), P43220; HEK293 GLP-1R CRE-luciferase, luminescence, 4-6 h; cells express a hypersensitive GLP-1R form; Potency, µM (series often up to 45.6 µM), without a hit: at the highest dose activation, most hits filed as activators; 380,000 compounds, 0.007% hits; AID 624172, 2012; further: potency means the concentration at half of the fitted maximal effect; % of control where 0% means no effect
PI5P4Ka inh: qHTS for Inhibitors of phosphatidylinositol 5-phosphate 4-kinase (PI5P4K); Phosphatidylinositol 5-phosphate 4-kinase type-2 alpha (Homo sapiens), P48426; PI5P4Kalpha enzyme, ADP-Glo luminescence, 60 min; hits give low values; max response, %; 330,000 compounds, 1.2% hits; AID 652105, 2013; active means max response of -50% or lower; inconclusive means between -30% and -50%; inactive means -30% or higher; further: value at the top dose of about 77 µM; on the % scale 0 is the no-effect control and ±100 the full control effect
Target sequence (P48426 whole entry, looked up): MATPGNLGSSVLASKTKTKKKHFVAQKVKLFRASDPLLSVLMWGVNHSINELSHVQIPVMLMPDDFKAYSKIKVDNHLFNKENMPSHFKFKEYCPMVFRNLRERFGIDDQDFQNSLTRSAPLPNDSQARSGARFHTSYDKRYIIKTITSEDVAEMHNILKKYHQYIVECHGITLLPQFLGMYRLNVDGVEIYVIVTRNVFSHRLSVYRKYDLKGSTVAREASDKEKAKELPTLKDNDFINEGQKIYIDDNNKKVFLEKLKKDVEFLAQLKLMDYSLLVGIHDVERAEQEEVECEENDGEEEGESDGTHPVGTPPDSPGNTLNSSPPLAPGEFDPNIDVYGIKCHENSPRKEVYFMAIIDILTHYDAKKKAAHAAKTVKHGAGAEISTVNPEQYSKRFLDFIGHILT
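Compounds were pin-transferred onto PI5P4Kalpha and substrate in HEPES pH 7.4 buffer with EGTA, CHAPS and 5% DMSO. ATP (5 microM final) started the reaction, which ran 60 minutes at room temperature before ADP-Glo detection.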
PTHR1 agonist: qHTS for PTHR1 Agonists: Primary Screen. AID 743266, 2014. HEK293 GP2 PTHR1 cells, GloSensor cAMP luminescence, 1 h. Potency, µM (highest dose often 115 µM), inactives show at the highest dose activation, usual class: activators. 410,000 compounds, 0.075% hits; further: potency means the concentration at half of the fitted maximal effect; nearly all actives have a fitted effect of over 55% in size; some results filed as inactive show a strong effect at the top dose; inactives centre near -15; many of its hits are not listed in these tables
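HEK-293-derived GP2 cells expressing PTHR1 and a GloSensor cAMP reporter, 3,000/well, plated overnight, given luciferin plus IBMX (each 0.5 mM as added) for 1 h at 37 °C, then compound for 1 h at 37 °C. Luminescence was read after 15 min at room temperature.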
* hit, by the source's call; i = inactive; ? = inconclusive; . = not tested or not shown; [ ] = remark or other dose. Unless noted, the call rests on the fitted dose curve; in most records, active means well fitted curve in the direction sought with a large enough effect; inconclusive means small, poorly fitted or top-dose-only effect, or another doubt; inactive means no such curve, though single readings can be large; an effect the other way counts as inactive or inconclusive. Some of the compounds tested; the hit share may differ from the screen's.

no.	structure	EPAC1 agonist	IL-2 act	PLK1 PBD block	EPAC1 antagonist	HEK293 tox
1	CCOc1ccc(C(=O)Nc2cccc(SC)c2)cc1	8%	-5.7	-3%	-21%	0%
2	CCOC(=O)N1CCC(Nc2nc3ccccc3n3cnnc23)CC1	1%	-2.4	-5%	2%	2%
3	Cc1nc2ccc(NC(=O)c3cccc(S(=O)(=O)N4CC(C)OC(C)C4)c3)cc2s1 (stereo not drawn)	14%	-0.5	-3%	-14%	6%
4	CCc1ccc(CN2CCC(Oc3cc(C(=O)NC4CC4)ccc3OC)CC2)cc1	1%	-3.9	-9%	0%	-5%
5	COc1ccc(CCN(C)C(=O)Cn2c(=O)oc3ccccc32)cc1OC	16%	0.7	-3%	1%	-3%
6	O=C(Nc1cccc2ccccc12)c1cccc([N+](=O)[O-])c1	4%	1.6	-9%	11%	-3%
7	O=C(CN1C(=O)NC(c2ccccc2)(c2ccccc2)C1=O)NCc1ccc(F)cc1	-9%	-0.8	4%	-7%	-6%
8	Cc1ccc(CNC(=O)CN(c2ccc(Cl)cc2)S(C)(=O)=O)cc1	7%	1.1	6%	8%	6%
9	COC(=O)c1oc2ccc(Br)cc2c1NC(=O)CCN1CCOCC1	8%	-1.5	2%	-12%	11%
10	Cc1cc(C(=O)Nc2ccc(CC(=O)O)cc2)c(C)o1	8%	0.4	-6%	15%	17%
11	Cc1csc(SCC(=O)Nc2cccc(C)c2C)n1	17%	-3.4	-4%	7%	6%
12	COC(=O)c1cccc(NC(=O)NC(=O)c2ccccc2Cl)c1	7%	-0.2	-1%	20%	-4%

no.	GLP-1R inv ag	GLP1R ag	PI5P4Ka inh	PTHR1 agonist
1	?	10%	7	-35%[inhibitor]
2	3%	1%	2	-11%
3	?	22%	1	-15%
4	?	0%	-6	i
5	10%	16%	-1	i
6	-24%	9%	-18	i
7	?	-6%	1	-2%
8	-26%	1%	-2	-38%[inhibitor]
9	-5%	22%	.	i
10	10%	7%	6	-3%
11	0%	27%	4	-1%
12	?	3%	-6	i

Whole records, quoted from the list:
Entry for Cc1cc(C(=O)Nc2ccc(CC(=O)O)cc2)c(C)o1 : EPAC1 agonist: 8%; IL-2 act: 0.4; PLK1 PBD block: -6%; EPAC1 antagonist: 15%; HEK293 tox: 17%; GLP-1R inv ag: 10%; GLP1R ag: 7%; PI5P4Ka inh: 6; PTHR1 agonist: -3%
Entry for COC(=O)c1oc2ccc(Br)cc2c1NC(=O)CCN1CCOCC1 : EPAC1 agonist: 8%; IL-2 act: -1.5; PLK1 PBD block: 2%; EPAC1 antagonist: -12%; HEK293 tox: 11%; GLP-1R inv ag: -5%; GLP1R ag: 22%; PI5P4Ka inh: .; PTHR1 agonist: i

The results go on.
no.	structure	EPAC1 agonist	IL-2 act	PLK1 PBD block	EPAC1 antagonist	HEK293 tox
13	COc1ccc(CNc2n[nH]c(NCc3ccc(OC)c(OC)c3)n2)cc1OC	-5%	0.5	-5%	10%	-1%
14	Cc1ccc(S(=O)(=O)c2c(N)n(NC(=O)c3ccccc3C)c3nc4ccccc4nc23)cc1	3%	-2.2	-3%	0%	-18%
15	CC(C)C(NC(=O)c1ccc(F)cc1)C(=O)N1CCN(C(=O)c2ccco2)CC1 (stereo not drawn)	-4%	0.1	-3%	-15%	-11%
16	COc1cccc2cc(C(=O)OCC(=O)NC3CCCC(C)C3C)c(=O)oc12 (stereo not drawn)	5%	-0.3	-8%	-15%	-3%
17	Cc1ccc(S(=O)(=O)Nc2ccc(O)c(S(=O)(=O)c3ccc(C)cc3)c2)cc1	?	0.9	-5%	-15%	6%
18	CC#CCN1c2ccccc2[C@]23C[C@@H](C(=O)OC)N(C(=O)NC4CCCCC4)C2=NC(C(=O)OC)=C(C(=O)OC)[C@H]13	7%	-0.5	-16%	-10%	-12%
19	CC(C)OCCCn1c(SCC(=O)N2CCCC2=O)nc2ccccc2c1=O	9%	-2.2	-2%	7%	-6%
20	Cc1ccc(CNC(=O)CCc2nc3ccccc3c(=O)[nH]2)cc1	-4%	-1.9	-4%	4%	-3%
21	Cc1c(CN2CCN(C)C(CCO)C2)[nH]c2c(Cl)cccc12 (stereo not drawn)	-7%	0.0	-4%	6%	1%
22	Cc1cc(NC(=O)COC(=O)c2ccccc2S(=O)(=O)N(C)c2ccccc2)no1	0%	-0.9	-1%	?	-1%
23	CC[C@]12c3[nH]c4ccccc4c3CCN1C(=O)C(CC(=O)NCc1ccc(OC)c(OC)c1)C[C@@H]2C(=O)N1CCN(C(=O)C2CC2)CC1 (stereo partly drawn)	-18%	-0.5	-3%	20%	5%
24	CCOC(=O)c1ccc(NC(=O)NCc2ccccc2OC)cc1	4%	-0.3	-16%	9%	-2%

no.	GLP-1R inv ag	GLP1R ag	PI5P4Ka inh	PTHR1 agonist
13	10%	3%	7	-2%
14	?	-1%	.	-2%[57.5 µM]
15	6%	0%	-7	i
16	6%	10%	0	i
17	-3%	7%	-6	-71%[inhibitor]
18	1%	1%	0	i
19	20%	0%	10	0%
20	14%	-1%	3	-3%
21	?	0%	-5	i
22	?	5%	-2	-7%
23	16%	-10%	-1	i
24	?	10%	-5	-20%

The list continues:
no.	structure	EPAC1 agonist	IL-2 act	PLK1 PBD block	EPAC1 antagonist	HEK293 tox
25	Cc1ccc(SCc2ccc(C(=O)Nc3nccs3)o2)cc1	11%	-0.7	-10%	-26%	-8%
26	CC1(C)C2CCC1(CS(=O)(=O)NCc1ccc(S(N)(=O)=O)cc1)C(=O)C2 (stereo not drawn)	2%	-0.8	-13%	9%	-8%
27	CCCCOc1nc(N2CCOCC2)nc(C)c1[N+](=O)[O-]	-5%	0.7	-4%	6%	4%
28	COc1cc(/C=N/NC(=S)Nc2cccc(C(=O)O)c2)ccc1O	-1%	-0.6	-6%	-3%	6%
29	Cc1cc(C)c2c3c(oc2n1)C(=O)N(c1cccc(Cl)c1)CC(=O)N3	-1%	1.4	6%	5%	-18%
30	c1coc(CNC2C3CC4CC(C3)CC2C4)c1 (stereo not drawn)	3%	-2.2	-2%	-9%	13%
31	CCOC(=O)c1[nH]c(C)c(C(=O)N2CCN(c3ccccc3OC)CC2)c1C	-8%	-0.8	-14%	-12%	11%
32	CCc1noc(C)c1C(=O)N1CCN(S(=O)(=O)c2cc(C)ccc2C)CC1	-11%	0.4	-3%	5%	-1%
33	CC1=C(C(=O)Nc2ccccc2)C(c2ccccc2)N2C(=O)CSC2=N1 (stereo not drawn)	15%	0.5	-6%	-13%	-13%
34	CC(CCc1ccccc1)NC(=O)CN1CCOc2ccccc21 (stereo not drawn)	-11%	2.4	-5%	-28%	-8%
35	N#CCC(CNc1ncc(C(F)(F)F)cc1Cl)OC(=O)c1cccc(C(F)(F)F)c1 (stereo not drawn)	-16%	-0.5	0%	-24%	-11%
36	CCCCN(C(=O)c1cc(Cl)nc2ccccc12)c1c(N)n(Cc2ccccc2)c(=O)[nH]c1=O	-18%	-4.5	-9%	-5%	-1%

no.	GLP-1R inv ag	GLP1R ag	PI5P4Ka inh	PTHR1 agonist
25	?	-1%	-3	-41%[inhibitor]
26	-13%	2%	-10	-5%
27	-21%	22%	-4	-14%
28	?	-29%	?	-7%
29	1%	8%	-1	i
30	11%	8%	.	i
31	14%	25%	0	i
32	-3%	6%	-1	i
33	23%	-16%	-1	-12%[57.5 µM]
34	?	-5%	-8	-37%[inhibitor]
35	-25%	2%	16	-34%[inhibitor]
36	7%	-2%	3	i

Taken from above.
Cc1ccc(CNC(=O)CN(c2ccc(Cl)cc2)S(C)(=O)=O)cc1 in GLP1R ag is entered as 1%
CC1(C)C2CCC1(CS(=O)(=O)NCc1ccc(S(N)(=O)=O)cc1)C(=O)C2 (stereo not drawn) in EPAC1 agonist is entered as 2%
Cc1nc2ccc(NC(=O)c3cccc(S(=O)(=O)N4CC(C)OC(C)C4)c3)cc2s1 (stereo not drawn) in EPAC1 antagonist is entered as -14%
c1coc(CNC2C3CC4CC(C3)CC2C4)c1 (stereo not drawn) in PLK1 PBD block is entered as -2%

Remaining list, next part
no.	structure	EPAC1 agonist	IL-2 act	PLK1 PBD block	EPAC1 antagonist	HEK293 tox
37	COCCNC(=S)Nc1ccccc1[N+](=O)[O-]	-5%	-2.3	1%	22%	3%
38	Cc1cc(C)c(C(=O)C(C)OC(=O)Cn2cnc3c2c(=O)n(C)c(=O)n3C)cc1C (stereo not drawn)	7%	-1.8	-9%	-6%	-9%
39	C/C(=N\OCc1ccc(C#N)cc1)c1cc2ccccc2o1	7%	1.3	-3%	-10%	-20%
40	O=C(NCc1ccco1)c1noc2c1CCCCC2	0%	-1.9	-4%	14%	-2%
41	O=C(COC(=O)C1CCN(S(=O)(=O)c2cccs2)CC1)Nc1ccc(F)c(F)c1F	7%	0.3	-3%	-2%	0%
42	c1ccc2c(c1)CCN(c1nc3ccccc3n3cnnc13)C2	14%	-1.4	-9%	-9%	-5%

no.	GLP-1R inv ag	GLP1R ag	PI5P4Ka inh	PTHR1 agonist
37	15%	4%	1	-21%
38	20%	12%	-3	-10%
39	?	24%	12	-22%
40	0%	1%	.	-5%[57.5 µM]
41	2%	-10%	0	i
42	73%[activator]	?	-10	i
